Screens from PubChem.
UDG counter: UDG inhibition counter-screen; FRET deamination/UDG coupled assay, UDG read, 4 h; Potency, µM (titrated, usually from 115 µM), without a hit: at the highest dose activity change, negative = inhibition, most hits filed as inhibitors; hit rate 0.14% among 91,000; AID 1347430; further: nearly all actives have a fitted effect of over 65% in size
AID inh: activation induced cytidine deaminase inhibition | hit rate 0.32% among 91,000 | Q9GZX7 | AID 1347428 | AID deamination FRET fluorescence, UDG-coupled, 4 h | Potency, µM (titrated, usually from 115 µM), without a hit: at the top dose activity change, negative = inhibition, actives largely listed as inhibitors; further: nearly all actives have a fitted effect of over 25% in size
Target sequence (Q9GZX7 whole entry, looked up): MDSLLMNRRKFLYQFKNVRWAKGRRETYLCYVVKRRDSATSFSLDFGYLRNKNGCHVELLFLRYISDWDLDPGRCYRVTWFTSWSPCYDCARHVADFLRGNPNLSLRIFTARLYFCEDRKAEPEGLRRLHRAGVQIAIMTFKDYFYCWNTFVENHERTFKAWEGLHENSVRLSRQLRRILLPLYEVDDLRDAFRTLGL
* marks the source's active call; other numbers are inactive results; ? = inconclusive; & = joins results of further samples; [ ] = another dose, or the depositor's remark. The call rests on the fitted dose curve; in most records, active means well fitted curve in the direction sought with a large enough effect; inconclusive means small, poorly fitted or top-dose-only effect, or another doubt; inactive means no such curve, though single readings can be large; an effect the other way counts as inactive or inconclusive. On the % scale 0 is the no-effect control and ±100 the full control effect; potency means the concentration at half of the fitted maximal effect. An excerpt. The share of hits here may be higher or lower than overall.

SMILES	UDG counter	AID inh
O=C(Nc1ccc(-c2ccccc2)cc1)c1cc(F)c(F)cc1Cl	1%	-8%
CCCOc1ccc(C2=NC(c3ccncc3)=Nc3ccc(C)cc3N2)cc1	?	?
CCOC(=O)c1c(C)[nH]c(CCC(=O)NCCCN2CCN(c3ccc(F)cc3)CC2)c1C	-1%[57.5 µM]	-8%
O=C(CC(c1cccs1)N1Cc2ccccc2C1=O)Nc1ccc(F)cc1F (centres undefined)	-6%	-5%
COc1cccc(-c2nc3c(c(C)nn3-c3ccccc3)c3cc(OC)c(OC)cc23)c1	?	-20%
Cc1ccc2nc(NC(=O)c3cc(=O)c4cc(C)c(C)cc4o3)sc2c1	1%	5%
COC(=O)c1ccc(COc2ccc(/C=C(/CC(=O)O)c3nc4ccccc4s3)cc2)cc1	3%	-22%
CCc1ccc(C(=O)c2cn(CC(=O)Nc3ccc(F)c(F)c3)c3cc(OC)c(OC)cc3c2=O)cc1	-17%	-7%
CCc1ccc(CN(Cc2ccco2)C(=O)c2ccccc2Cl)cc1	0%[57.5 µM]	?
CC1=C(C#N)C(NC(=O)c2ccccc2)(C(F)(F)F)C(=O)N1 (centres undefined)	-14%	13%
Cn1c(-c2ccccc2)ccc1-c1ccccc1	-4%	1%
Fc1ccc(-c2cc3ncc4c(n3n2)-c2cc(Cl)ccc2OC4)cc1	5%	4%
CCOC(=O)CSc1nc2ccc(NC(=O)COc3ccccc3C)cc2s1	7%	-2%
O=C(CSc1ccccn1)c1ccc(Cl)cc1	2%	-4%
O=C(CCn1nnc2ccccc21)OCC(=O)c1ccc2c(c1)OCCO2	14%	-4%
Cc1ccsc1C=Nc1ccc(Nc2ccccc2)cc1	-7%	-15%
O=C(NCC1(c2ccccc2)CC1)c1nn(-c2ccccc2)c(=O)c2ccccc12	1%	-17%
CC(C)NC(=O)C1CCN(C(=O)c2cc3sccc3n2Cc2ccc(Cl)cc2)CC1	4%	10%
CCCOc1ccc(-c2nc(C#N)c(NCCc3ccc(OC)c(OC)c3)o2)cc1	-2%	-1%
Cc1cccc(C)c1OCCn1c(CCNC(=O)C2CCCCC2)nc2ccccc21	-7%	?

16 entries from above, reformatted:
smiles,UDG counter,AID inh
COc1cccc(-c2nc3c(c(C)nn3-c3ccccc3)c3cc(OC)c(OC)cc23)c1,?,-20%
Cc1ccc2nc(NC(=O)c3cc(=O)c4cc(C)c(C)cc4o3)sc2c1,1%,5%
COC(=O)c1ccc(COc2ccc(/C=C(/CC(=O)O)c3nc4ccccc4s3)cc2)cc1,3%,-22%
CCc1ccc(C(=O)c2cn(CC(=O)Nc3ccc(F)c(F)c3)c3cc(OC)c(OC)cc3c2=O)cc1,-17%,-7%
CCc1ccc(CN(Cc2ccco2)C(=O)c2ccccc2Cl)cc1,0%[57.5 µM],?
CC1=C(C#N)C(NC(=O)c2ccccc2)(C(F)(F)F)C(=O)N1 (centres undefined),-14%,13%
Cn1c(-c2ccccc2)ccc1-c1ccccc1,-4%,1%
Fc1ccc(-c2cc3ncc4c(n3n2)-c2cc(Cl)ccc2OC4)cc1,5%,4%
CCOC(=O)CSc1nc2ccc(NC(=O)COc3ccccc3C)cc2s1,7%,-2%
O=C(CSc1ccccn1)c1ccc(Cl)cc1,2%,-4%
O=C(CCn1nnc2ccccc21)OCC(=O)c1ccc2c(c1)OCCO2,14%,-4%
Cc1ccsc1C=Nc1ccc(Nc2ccccc2)cc1,-7%,-15%
O=C(NCC1(c2ccccc2)CC1)c1nn(-c2ccccc2)c(=O)c2ccccc12,1%,-17%
CC(C)NC(=O)C1CCN(C(=O)c2cc3sccc3n2Cc2ccc(Cl)cc2)CC1,4%,10%
CCCOc1ccc(-c2nc(C#N)c(NCCc3ccc(OC)c(OC)c3)o2)cc1,-2%,-1%
Cc1cccc(C)c1OCCn1c(CCNC(=O)C2CCCCC2)nc2ccccc21,-7%,?

Other entries follow:
SMILES	UDG counter	AID inh
COc1cc(CN2CCc3nc(Nc4ccc5c(c4)OCCO5)ncc3C2)cc(OC)c1OC	?	-22%
CCOC(=O)C1C(=O)OC2(CCOC(C)(C)C2)C1C#N (centres undefined)	1%	2%
COc1cc(Cl)c(NC(=O)CCS(=O)(=O)c2ccc3c(c2)NC(=O)CO3)c(OC)c1	-10%[57.5 µM]	1%
COC(=O)C(C)N1C(=O)S/C(=C/c2ccc(C)cc2)C1=O (centres undefined)	-3%	-7%
COCCCNC(=O)CSc1nc2cc3c(cc2c(=O)n1CCCCCC(=O)NCc1ccc(OC)cc1)OCO3	-9%	14%
COc1ccc2oc(=O)c(-c3nc(-c4cccs4)no3)cc2c1	3%	26%
Cc1cccc(-n2c3nc(=O)[nH]c(=O)c-3cc3c(Cl)cccc32)c1C	-18%	?
Cc1ccc(-n2c(SCC(=O)Nc3ccccc3F)nc3c(=O)[nH]cnc32)cc1	-8%	-8%
Cc1ccc(C)c(NC(=O)c2cnn(-c3ccc(F)cc3F)c2C2CCNCC2)c1	0%	46%[activator]
CCn1cc(S(=O)(=O)Nc2ccn(Cc3ccccc3Cl)n2)c(C)n1	-4%	-8%
COc1ccc(C(=O)N2CCc3cc(OC)c(OC)cc3C2COc2ccccc2OC)cc1 (centres undefined)	-13%	?
Oc1ccc(-c2nc(-c3ccc4c(c3)OCCCO4)cs2)cc1	-4%	-6%
Cc1cccc(N2CCN(c3ccc4cc(S(=O)(=O)N5CCC(C)CC5)ccc4n3)CC2)c1C	-14%[57.5 µM]	5%
COc1ccc(Nc2nc(N3CCN(c4ccc(F)cc4)CC3)nc3c2cnn3C)cc1	-4%	-23%
Cc1cn[nH]c1C#N	-4%	5%
CCOc1ccc(S(=O)(=O)N(CC(=O)NCc2ccccc2OC)c2ccccc2)cc1	7%	12%
O=C(c1ccc(F)c(F)c1)N1CCN(Cc2nnnn2C2CC2)CC1	-11%	-5%
O=C1Cc2cc(CCN3CCN(c4nsc5ccccc45)CC3)c(Cl)cc2N1	3%	19%
O=C(NNC(=S)NC(=O)c1ccc(F)cc1)c1ccc(Cl)cc1	10%	-3%
CCCC(NCc1ccco1)c1ccccc1 (centres undefined)	2%	2%
CCc1ccc(CNC(=O)c2ccc(CS(=O)c3ccc(Br)cc3)o2)cc1 (centres undefined)	-1%	-12%
CCCCCN(Cc1ccc(F)cc1)C(=O)Nc1ccc(N(C)C)nc1	-8%	5%
CC(C)c1ccc(NC(=O)CN(C)S(=O)(=O)c2ccc3c(c2)n(C)c(=O)c(=O)n3C)cc1	-2%	-6%
CN(CC(=O)O)S(N)(=O)=O	-6%	7%
N#C/C(=C\c1ccc(-c2ccc(C(=O)O)cc2)o1)C(=O)Nc1ccccc1C(=O)O	0%	?
COc1ccc(CNC(=O)c2cc(-c3ccc(Br)s3)nc3ccccc23)cc1	7%	17%
O=C(NCc1ccc2c(c1)OCO2)c1ccc2c(c1)N(Cc1cccc(Cl)c1)C(=O)c1ccccc1S2=O (centres undefined)	-3%[57.5 µM]	12%
Cc1ccc(C)c(CN2C(=O)c3ccccc3Sc3ccc(C(=O)NC4CCCC4)cc32)c1	-2%[57.5 µM]	3%
CN(C)c1ccc(CNC(=O)c2cnc3sc(N4CCOCC4)nn3c2=O)cc1	-2%	6%
CN1C(C(=O)Nc2ccccn2)=C(O)c2ccccc2S1(=O)=O	-7%	-4%

Some of these compounds in order of number of heavy atoms, highest first.
SMILES	UDG counter	AID inh
O=C(NCc1ccc2c(c1)OCO2)c1ccc2c(c1)N(Cc1cccc(Cl)c1)C(=O)c1ccccc1S2=O (centres undefined)	-3%[57.5 µM]	12%
CN(C)c1ccc(CNC(=O)c2cnc3sc(N4CCOCC4)nn3c2=O)cc1	-2%	6%
COc1ccc(CNC(=O)c2cc(-c3ccc(Br)s3)nc3ccccc23)cc1	7%	17%

Continuation:
SMILES	UDG counter	AID inh
COc1ccccc1-c1c(C)nn2c(C(F)(F)F)cc(-c3ccccc3)nc12	-11%	-21%
COc1cc(COC(=O)c2cc(OC)c(OC)c(OC)c2)cc(Cl)c1OC(F)F	-4%	-2%
Cc1cc(N(Cc2ccccc2F)C2CC2)n2nc(C(F)(F)F)nc2n1	-9%	-12%
COc1ccc(OCC(O)Cn2c(=N)n(CCN3CCCCC3)c3ccccc32)cc1 (centres undefined)	1%	-5%
Cc1cnc2c(S(=O)(=O)N(C)C3CCCCCC3)cccc2c1	-2%	-21%
COc1ccc(-c2cn3nc(N4CCC(C(=O)Nc5cccc(C)c5C)CC4)sc3n2)cc1	-25%	6%
Fc1cccc(Cl)c1CSc1nnc2c(Cl)cc(C(F)(F)F)cn12	-15%	-15%
O=C(CSc1nc2ccccc2n1Cc1cccc(F)c1)NCc1ccccc1	?	?
Cc1ccc(-c2csc(=S)[nH]2)cc1	9%	3%
Cc1ccc(Cn2c(C)c3cnn(CC(=O)N4CCN(c5ccc(F)cc5)CC4)c(=O)c3c2C)cc1	?	?
CCCCCC(=O)NC(N1CCCCC1)C(Cl)(Cl)Cl (centres undefined)	0%	-6%
CNC(=O)NC(=O)CN(CC(=O)N(C)C)CC(F)(F)F	0%	-6%
COc1ccc2c(c1)c1c(c(=O)n(-c3ccccc3)c(=O)n1CC(=O)Nc1ccc(C)c(C)c1)n2C	-10%	-8%
CSc1ccc(CNC(=O)C2CCN(c3nc4ccccc4nc3C(F)(F)F)CC2)cc1	7%	-18%
CCOc1ccc(-c2nc3c(c(SCC(=O)N4CCCCC4)n2)Cc2cccc(OC)c2O3)cc1	2%	3%
CCCCc1noc(CN2CCC(c3nc4cc(Cl)ccc4o3)CC2)n1	-11%	-17%
CNc1nc(-c2ccc(NC(=O)CC(C)C)cc2)cs1	-4%	-4%
CC1(C)CCC2=C(C1=O)C(c1ccc(O)cc1)C1=C(CCC(C)(C)C1=O)O2	-7%	-12%
O=C(O)CCC(=O)Nc1ccc2[nH]cc(C(C(=O)O)N3CCN(c4cccc(Cl)c4)CC3)c2c1 (centres undefined)	8%	30%
CC(C)(S)C(N)C(=O)O (centres undefined)	-12%	0%
Cn1c(=O)n(C)c2cc(N3CCOCC3)c(NS(=O)(=O)c3ccc(C(C)(C)C)cc3)cc21	0%&-13%	-6%&-7%
COc1ccc(C)cc1NC(=O)c1sc2nc(-c3ccc(F)cc3)cn2c1C	6%	-14%
CCOc1ccc(N(C)S(=O)(=O)c2c(C(=O)N3CCC(C)CC3)c(C)n(C)c2C)cc1	-6%	2%
COc1ccc(CNC(=O)C(C)C)cc1	-8%	-4%
COc1ccc(C)cc1NC(=O)CCS(=O)(=O)c1ccc2c(c1)CC(=O)N2C	-17%	36%[activator]
O=C(Nc1cn[nH]c1)N1CCCCC1Cc1ccccc1 (centres undefined)	-13%	-4%
CCc1ccc(C(=O)COC(=O)CCc2ccccc2)cc1	-4%	8%
Ic1ccc(-c2nc(-c3ccccn3)no2)cc1	0%	-10%
COC(=O)c1ccc(OCc2ccccc2C#N)c(OC)c1	5%	-9%
CCN(CC)c1nc2c(S(=O)(=O)c3ccccc3)nnn2c2ccc(Cl)cc12	-5%	?
CCc1cccc(C)c1NC(=O)Cn1c(=O)cc(C(F)(F)F)c2c(C)nn(C)c21	-11%	-9%
O=C(NCc1ccccn1)c1nn(-c2ccccc2Cl)nc1CO	7%[57.5 µM]	33%[activator]
Cn1c(NCc2ccc3c(c2)OCO3)nc2c1c(=O)n(Cc1ccccc1F)c(=O)n2C	-8%	-6%
OC(c1nc2ccccc2s1)(c1nc2ccccc2s1)C(F)(F)F	2%	1%
COc1ccc(C)cc1NC(=O)C(=O)NCCc1sc(-c2cccc(C)c2)nc1C	-7%	-4%
O=C(O)CCC(=O)N1N=C(c2ccsc2)CC1c1ccc(F)cc1 (centres undefined)	3%	-4%
COc1ccc(C(=O)/C=C/c2ccccc2)cc1OC	1%	-17%
Cc1cccc(Cn2cc(C(=O)Nc3ccc(F)c(C(F)(F)F)c3)ccc2=O)c1	-8%	-17%
Fc1ccc(OCCSc2nc3ccccc3s2)cc1	-11%	-14%
CCCc1nn2c(=O)cc(COc3ccc(/C=C(\C#N)C(=O)Nc4ccc(F)cc4)cc3)nc2s1	1%	-3%
CC1CCN(C(=O)CSc2c3c(nc4ccc(Cl)cc24)CCCC3)CC1	1%[57.5 µM]	10%
CCSc1ncc(Cl)c(C(=O)Nc2nc3ccc(S(C)(=O)=O)cc3s2)n1	-4%	22%
CCc1ccccc1NC(=O)c1ccc2nc(C(C)C)oc2c1	-4%	8%
Cc1cc(C)c(C(N)C(=O)O)c(C)c1 (centres undefined)	-9%	-1%
Cc1ccc(NC(=O)CN2C(=O)c3ccccc3Sc3ccc(C(=O)N4CCOCC4)cc32)cc1F	-2%[57.5 µM]	20%
CCOC(=O)c1c(NC(=O)c2cc(=O)c3cc(C)cc(C)c3o2)sc(C)c1C	-7%[57.5 µM]	9%
CCOc1ccc(CNC(=O)CCCc2cn(C)c3ccccc23)cc1OC	-1%	2%
COc1cccc(CNC(=O)c2ccc3nc(CCc4ccccc4)oc3c2)c1OC	27%	-18%
COc1ccc2cc(C(=O)NCc3ccccc3CN3CCCC3)c(C)nc2c1	-11%	1%
CCCN(CC1CC1)c1oc(-c2ccc(Cl)cc2)nc1C#N	2%	-17%

(cont.)
SMILES	UDG counter	AID inh
COc1ccc(-c2c(C)nn3c(-c4ccccc4)cc(-c4ccccc4)nc23)cc1	-21%	-25%
COc1ccc(Cn2c(CNC(=O)Cc3ccc(OC)c(OC)c3)nc3cccnc32)cc1	5%	3%
Cc1cc(C)c2c(=O)cc(C(=O)Nc3ccc(Cl)cc3)oc2c1	-1%	-2%
CCCCc1nc(-c2ccc(-c3ccc(C)cc3)nc2OC)no1	-8%	-11%
O=C(Nc1ccc(Cl)cc1)c1cnc2ccccc2n1	-1%	1%
CCCCN(Cc1ccccc1)c1ccc(NS(=O)(=O)c2ccccc2Cl)cc1C(=O)O	3%	5%
